Screens as filed in PubChem.
GCN5L2 inh – blocks human GCN5L2 histone acetyltransferase. GCN5L2 HAT assay, ThioGlo1 CoA-SH fluorescence. hit rate 0.21% among 390,000. Q92830. Potency, µM (titrated, usually from 58.9 µM), inactives show at the highest dose activity change, negative = inhibition, actives largely listed as inhibitors
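ThioGlo1-coupled HAT assay: 20nM GCN5L2, 70uM acetyl-CoA, 75uM H3(1-25) peptide, pH 7.5. Fluorescence read at 340/540nm at start and after 20 min at room temperature.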
FEN1 inh – blocks human flap endonuclease 1. P39748. Recombinant FEN1 flap cleavage, fluorescence, 15 min. Potency, µM (highest dose often 114 µM), for the others: at the highest dose activity change, negative = inhibition, most hits filed as inhibitors. hit rate 0.35% among 390,000; further: nearly all actives have a fitted effect of over 65% in size
Target sequence (P39748 whole entry, looked up): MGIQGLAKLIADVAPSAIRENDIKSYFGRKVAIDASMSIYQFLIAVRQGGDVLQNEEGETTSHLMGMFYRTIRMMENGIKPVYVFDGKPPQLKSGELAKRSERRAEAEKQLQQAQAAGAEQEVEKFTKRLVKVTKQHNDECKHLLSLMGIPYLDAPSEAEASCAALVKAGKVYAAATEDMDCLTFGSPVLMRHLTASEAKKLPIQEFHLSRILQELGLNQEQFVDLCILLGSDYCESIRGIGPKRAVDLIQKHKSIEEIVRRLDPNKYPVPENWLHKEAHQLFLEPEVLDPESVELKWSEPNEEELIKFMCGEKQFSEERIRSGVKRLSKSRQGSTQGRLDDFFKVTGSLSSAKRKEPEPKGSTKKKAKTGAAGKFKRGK
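FEN1 at 10 nM preincubated with compounds 15 min at room temperature, then flap DNA substrate added at 50 nM final. Signal read at 0 and 15 min; concentration-response fitted with four-parameter Hill equation.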
DT40 TDP1 CPT – DT40-hTDP1 cell growth loss with CPT; chicken DT40 Tdp1-/-;hTDP1 cells + 20 nM CPT, ATP luminescence, 48 h; Potency, µM (doses to about 46.2 µM), for inactives: top-dose activity change, negative = growth inhibition, hits mostly inhibitors; hit rate 12% among 420,000; AID 686979; further: nearly all actives have a fitted effect of over 55% in size
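Cell growth measured by CellTiter-Glo luminescence after a minimum 48 h, 37 C compound exposure with 20 nM CPT in Tdp1-knockout DT40 cells stably expressing hTDP1, seeded 400/well; qHTS titration format.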
* hit, by the source's call; ? = inconclusive; . = no result given; & = joins results of further samples; [ ] = remark or other dose. The call rests on the fitted dose curve; in most records, active means well fitted curve in the direction sought with a large enough effect; inconclusive means small, poorly fitted or top-dose-only effect, or another doubt; inactive means no such curve, though single readings can be large; an effect the other way counts as inactive or inconclusive. On the % scale 0 is the no-effect control and ±100 the full control effect; potency means the concentration at half of the fitted maximal effect.

Sample of the layout:
SMILES | GCN5L2 inh | FEN1 inh | DT40 TDP1 CPT
CCn1cc(CN2CCCC(C(=O)Nc3ccc(-c4cscn4)cc3)C2)c(C)n1 (configuration not stated) | -3% | -9% | -26%
CC(C)SCCCOc1ccc(C(C)(C)C)cc1 | ? | 11% | 8%
O=C1CCC(/C=C/c2ccccc2)=NN1Cc1ccc(F)cc1 | -18% | -15% | -25%
O=C(O)c1ccccc1-c1ccccc1C(=O)Nc1cccc(O)c1 | -5% | -1% | 12%
Cn1c(NC(=O)c2ccc(S(=O)(=O)N3CCCCC3)cc2)cc(=O)n(C)c1=O | 1% | 0% | 8%
CN(C)c1ccc(P(=O)(Nc2ccccc2)N2CCOCC2)c(NC(=O)c2cccs2)c1 (configuration not stated) | -5% | 5% | ?
CCn1cnc2sc(-c3ccccc3)cc2c1=O | -16% | 1% | -19%
CCCCc1ccc(-n2nc3cc(C)c(NC(=O)Cc4ccccc4)cc3n2)cc1 | 14% | 1% | -27%
CC1(C)CC2CC(C)(CN2C(=O)COC(=O)c2ccc(O)cc2O)C1 (configuration not stated) | 1% | -8% | 3%
Cc1cc(Cl)ccc1NC(=O)COC(=O)CCNS(=O)(=O)c1ccccc1 | 0% | -5% | -12%
Fc1ccc(-c2cnc(-c3cccs3)o2)cc1 | ? | -19% | -19%
O=Cc1c[nH]c2ccc(NC(=O)OCc3ccccc3)cc12 | . | 13% | ?

The listing (from the top)
SMILES | GCN5L2 inh | FEN1 inh | DT40 TDP1 CPT
CCn1cc(CN2CCCC(C(=O)Nc3ccc(-c4cscn4)cc3)C2)c(C)n1 (configuration not stated) | -3% | -9% | -26%
CC(C)SCCCOc1ccc(C(C)(C)C)cc1 | ? | 11% | 8%
O=C1CCC(/C=C/c2ccccc2)=NN1Cc1ccc(F)cc1 | -18% | -15% | -25%
O=C(O)c1ccccc1-c1ccccc1C(=O)Nc1cccc(O)c1 | -5% | -1% | 12%
Cn1c(NC(=O)c2ccc(S(=O)(=O)N3CCCCC3)cc2)cc(=O)n(C)c1=O | 1% | 0% | 8%
CN(C)c1ccc(P(=O)(Nc2ccccc2)N2CCOCC2)c(NC(=O)c2cccs2)c1 (configuration not stated) | -5% | 5% | ?
CCn1cnc2sc(-c3ccccc3)cc2c1=O | -16% | 1% | -19%
CCCCc1ccc(-n2nc3cc(C)c(NC(=O)Cc4ccccc4)cc3n2)cc1 | 14% | 1% | -27%
CC1(C)CC2CC(C)(CN2C(=O)COC(=O)c2ccc(O)cc2O)C1 (configuration not stated) | 1% | -8% | 3%
Cc1cc(Cl)ccc1NC(=O)COC(=O)CCNS(=O)(=O)c1ccccc1 | 0% | -5% | -12%
Fc1ccc(-c2cnc(-c3cccs3)o2)cc1 | ? | -19% | -19%
O=Cc1c[nH]c2ccc(NC(=O)OCc3ccccc3)cc12 | . | 13% | ?
CN(C)N1C(N)=C(C#N)C(c2ccc(Cl)cc2)C2=C1CCCC2=O (configuration not stated) | -18% | 1% | 6%
NCCC(=O)N1c2ccccc2Sc2ccc(Cl)cc21 | -7% | -14% | ?
Cc1nc2cc(-c3ccccc3)nn2c(C)c1CCC(=O)NCc1cccc(Cl)c1 | 0% | -6% | 26µM*

A second format for 2 compounds above:
Compound	GCN5L2 inh	FEN1 inh	DT40 TDP1 CPT
NCCC(=O)N1c2ccccc2Sc2ccc(Cl)cc21	-7%	-14%	?
CN(C)N1C(N)=C(C#N)C(c2ccc(Cl)cc2)C2=C1CCCC2=O (configuration not stated)	-18%	1%	6%

Further records.
SMILES | GCN5L2 inh | FEN1 inh | DT40 TDP1 CPT
COCC(C)n1c(SCc2ccc(OC)c(F)c2)nc2ccccc2c1=O (configuration not stated) | -8% | -3% | 5.8µM*
Cc1nc2cc(NC(=O)N3CCCC3)ccc2n1C | -1% | 8% | 2%
Nc1c(N(CCO)C(=O)c2ccccc2OCc2ccccc2Cl)c(=O)[nH]c(=O)n1Cc1ccccc1 | . | 2% | -29%
CN(C(=O)COC(=O)C1CSC2(C)CCC(=O)N12)c1ccccc1 (configuration not stated) | 2% | -3% | -8%
Cc1c(NS(=O)(=O)c2cccs2)c(=O)n(-c2ccccc2)n1C | 2% | 8% | -2%
CC1CC(C)CN(C(=O)c2ccc3c(c2)OCCO3)C1 (configuration not stated) | 2% | 2% | ?
CCOC(=O)c1ccccc1NC(=O)CSc1nc(=O)[nH]c2c1CCCC2 | -4% | 20% | 3%
Cc1cc(/C=N/n2cnnc2)c(C)n1-c1ccc(C(=O)O)cc1 | -3% | 45%[activator] | -23%
O=C(NC(CCl)c1ccccc1)c1ccc(Cl)cc1 (configuration not stated) | -19% | 2% | 1%
O=C(COC(=O)c1cccs1)Nc1cc(S(=O)(=O)N2CCOCC2)ccc1Cl | -3% | -1% | -2%
Cn1cccc1-c1cc2n(n1)CCC(=O)N2CCCC(=O)NCc1ccc(F)cc1 | -3% | -5% | -19%
CC(NC(=O)c1ccc2c(c1)N(Cc1ccc(Cl)cc1)C(=O)c1ccccc1S2(=O)=O)c1ccccc1 (configuration not stated) | -7% | -15% | -26%
Cc1cc(NC(=O)CSc2nnc(NCc3ccccc3)s2)no1 | -2% | -1% | 2%
COc1cc(/C=C2\NC(=O)NC2=O)cc(Br)c1OC | -23% | -7% | -1%
O=C(c1ccco1)N1CCC2(CCCN(C(c3ccccc3)c3ccccc3)C2)CC1 | -12% | . | ?
Cc1cccc(NC(=O)/C(C#N)=C/c2ccc(Sc3ccccc3)o2)c1C | 2% | 14% | -19%
O=C(N/N=C/c1ccco1)c1cc([N+](=O)[O-])cc([N+](=O)[O-])c1 | -4% | -3% | -18%
Cc1ccc(CN2C(=O)CCC2C(=O)N2CCN(c3ccccc3)CC2)cc1 (configuration not stated) | -4% | -22% | ?
C/C=C(/C(=C/C)c1ccc(O)cc1)c1ccc(O)cc1 | -6% | 17% | ?
COc1cccc(-n2c(SCc3ccccc3C)nc3c([nH]c4ccccc43)c2=O)c1 | -1% | 6% | ?
COc1ccc(C(=O)/C(=C/N(C)C)S(=O)(=O)c2ccccc2)cc1 | 0% | 7% | -1%
CCOC(=O)c1cc(=O)c2c([N+](=O)[O-])ccc(OC)c2o1 | -9% | 2% | 1%
COc1ccc(S(=O)(=O)Nc2ccccn2)c(C)c1C | -2% | 8% | ?
Cc1coc2cc3oc(=O)c(CCC(=O)NCC(=O)O)c(C)c3cc12 | -4% | 9% | 3%
O=C(NCCC(=O)N1CCN(S(=O)(=O)c2ccccc2F)CC1)Nc1ccccc1 | 1% | -11% | -2%
COc1ccccc1-c1noc(CCCC(=O)N2CCOCC2)n1 | 3% | -12% | -4%
COC(=O)CNc1cc(S(=O)(=O)N2CCCCC2)ccc1Oc1cccc(C)c1 | -6% | -9% | -26%
Cc1ccccc1NC(=O)COC(=O)CCSc1ccccc1 | -4% | 0% | -4%
Cc1ccc(-c2cn(-c3ccccc3F)c(=S)[nH]2)cc1 | -7% | -23% | ?
Cc1cc(C(=O)N/N=C/c2ccc3c(c2)OCO3)c(C)n1-c1ccc(F)cc1 | 3% | -6% | ?
O=C(COc1ccc(-c2ccccc2)cc1)NNC(=O)Nc1ccccc1 | -12% | 12% | -12%
CCN(CC(=O)NCc1cccs1)C(=O)COc1ccc(C(C)=O)cc1 | -3% | -6% | 1%
O=S1(=O)CCOCCCN1Cc1ccc(Cl)cc1 | -12% | -2%&-5% | 5%&-30%
O=C(NC1CC2CCCC(C1)N2C(=O)Nc1ccccc1Cl)C1CC1 (configuration not stated) | -1% | -2% | 4%
CCOc1ccc(C(=O)Nc2nnc(S(=O)(=O)Nc3ccccc3C)s2)cc1 | ? | -15% | -12%
O=C(CSc1ncn[nH]1)Nc1ccc2c(c1)OCCO2 | -6% | -5% | -15%
CCOC(=O)C1=CSC2=NS(=O)(=O)CCN12 | -10% | -9% | -8%
Brc1ccc(-c2nc(-c3ccccn3)no2)o1 | 2% | -6% | ?
O=C(COc1ccccc1F)Nc1nc(-c2ccccn2)cs1 | ? | -11% | 5.2µM*
O=S(=O)(c1ccccc1F)N1CCC(Oc2ccc(-n3cnnn3)cc2)CC1 | -9%&-5% | -5%&10% | ?
COc1cccc(CNCCc2c[nH]c3ccccc23)c1OCc1ccccc1 | 0% | 4% | 7.3µM*
Cc1nc(CC(=O)Nc2nccs2)cs1 | -4% | 7% | -9%
O=C(CC1C(=O)NCCN1Cc1cccc(C(F)(F)F)c1)NCCCOc1cccnc1 (configuration not stated) | 1% | 13% | -23%
COc1ccc(N2CC(NC(=O)COc3ccccc3)CC2=O)cc1OC (configuration not stated) | -3% | -3% | -1%
CCC(=O)Nc1nnc(Cc2ccccc2)s1 | 1% | -14% | 0%
Cc1nn2c(NCCOCCO)c3c(nc2c1-c1ccccc1)CCCC3 | -5% | -15% | -13%
CCOc1cc(/C=C(\C#N)C(=O)Nc2cccc(C(=O)O)c2)ccc1OCc1ccc(Br)cc1 | ? | ? | ?
CCOC(=O)/C(C#N)=C/c1ccc(SC)cc1 | -5% | -10% | 13%
COc1ccc(NC(=O)CN(C)C(=O)CNC(=O)c2ccc3ccccc3c2)cc1 | 2% | 9% | -6%
Oc1ccccc1C=NN1CCCCCC1 | . | -4% | -8%
CCc1ccc2oc(=O)cc(CN3CCN(CCO)CC3)c2c1 | 0% | 9% | -2%
CCCCCCCC(=O)Nc1cc(C(=O)NCCC)ccc1N1CCC2(CC1)CC(c1ccccc1)=NO2 | -4% | -2% | ?
CN1C(=O)c2ccccc2Sc2ccc(NC(=O)NCc3cccc(Cl)c3)cc21 | -8% | 12% | 23µM*
O=C(Cn1c(=O)n(-c2ccc(F)cc2)c(=O)c2sc3ccccc3c21)NC1CCCC1 | -5% | 4% | -6%
COc1ccccc1NC(=O)Nc1cccnc1 | 21% | 4% | -4%
CCCNC(=O)Nc1ccc(C)cc1C | 19% | -6% | -11%
COc1ccc(-c2cnc(SCCNC(=O)c3ccc4c(c3)OCO4)[nH]2)cc1 | 0% | -2% | -10%
CCCn1c(N)c(C(=O)CSc2ncc(C(F)(F)F)cc2Cl)c(=O)[nH]c1=O | -6% | -2% | ?
Cc1ccc(N2CC(O)Cn3c2nc2c3c(=O)n(C)c(=O)n2C)cc1 (configuration not stated) | -5% | 15% | 3%
OCCCn1c(CCNc2nc(-c3ccc(F)cc3)cs2)nc2cc(C(F)(F)F)ccc21 | . | -1% | ?

Next section.
SMILES | GCN5L2 inh | FEN1 inh | DT40 TDP1 CPT
COC(=O)c1ccccc1NC(=O)CSc1nc(NC(=O)c2ccccc2)c2c(C)c(C)oc2n1 | -2% | -1% | ?
CCN(CC(=O)Nc1c(F)cccc1F)C(=O)C1CC(=O)N(c2ccc3c(c2)OCCO3)C1 (configuration not stated) | -17% | 6% | -13%
O=C(CCc1nnc(-c2ccc3c(c2)OCO3)o1)N1CCC(c2ccc(F)cc2)C1 (configuration not stated) | -3% | -6% | -22%
CCc1noc(C)c1C(=O)OC(C)C(=O)c1c(C)[nH]c2ccccc12 (configuration not stated) | -8% | -18% | 16µM*
CCCCc1ccc(NC(=O)CC(C)C)cc1 | -8% | -16% | 18%
COCCn1c(C)cc(C(=O)CSc2nc(C)c(C)c(C)n2)c1C | -5% | -1% | 29µM*
Cc1cc(Cl)ccc1OCCCC(=O)NCC1CCCO1 (configuration not stated) | -4% | -2% | -17%
COc1ccc(N(C)C(=O)Nc2ccc3c(c2)nnn3C)cc1 | -2% | -2% | -24%
O=C(Nc1cccc2cccnc12)c1ccccc1Cl | . | -14% | -3%
O=C(CCCN1C(=O)/C(=C/c2ccccc2)SC1=S)N1CCOCC1 | -10% | -8% | ?
O=C(Nc1ccc2ccccc2c1)c1ccccc1[N+](=O)[O-] | . | -2% | -2%
COc1cccc(N2CC(NC(=O)c3ccc(S(=O)(=O)N4CCOCC4)cc3)CC2=O)c1 (configuration not stated) | -1% | 8% | ?
CCOc1cc2[nH]c(=O)n(CCCCC(=O)N3CCN(c4ccc(OC)cc4)CC3)c(=O)c2cc1OCC | -1% | 19% | 16µM*
O=C(Nc1ccc2c(c1)OCO2)c1cc(C2CC2)on1 | -15% | -11% | -13%
O=C(CCc1ccc(S(=O)(=O)NC2CCCCC2)cc1)NCc1cccnc1 | -5% | 12% | -8%
c1ccc(COc2ccc(OCCCCN3CCCC3)cc2)cc1 | -4% | 1% | ?
CCc1ccc(NC(=O)CSc2nnc(-c3cnccn3)n2Cc2ccco2)cc1 | -13% | 6% | -13%
COc1ccc(C(=O)Nc2nnc(SCC(=O)NCc3ccco3)s2)cc1OC | 0% | 1% | -9%
CCOc1ccc(C(=O)NC2CC3CCCC(C2)N3CC(C)C)cc1 (configuration not stated) | -1% | 0% | 8%
O=C(c1ccc2c(c1)N(Cc1cccc(Cl)c1)C(=O)c1ccccc1S2(=O)=O)N1CCN(Cc2ccccc2)CC1 | -5% | 12% | 15µM*
C/C(CCC1CC(C)OC1=O)=N/Nc1nc(-c2ccccc2)cs1 (configuration not stated) | -13% | -3% | -9%
O=S(=O)(NCC1CCCO1)c1ccc(S(=O)(=O)N2CCc3ccccc3C2)cc1 (configuration not stated) | -8% | 0% | -1%
O=C(NC(NNc1ccc([N+](=O)[O-])cc1)(C(F)(F)F)C(F)(F)F)c1ccc(Cl)cc1 | -26% | -1% | ?

Not all compounds are listed (hit frequency here may not be typical).
